H9c2 TAG inh: reduces triacylglycerol accumulation in H9c2 cells; AID 651582; Nile Red lipid (TAG) fluorescence; cells loaded with 200 µM oleic acid; actives 0.66% (n = 230,000); inhibition, % at 12.5 µM;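 active = pattern-corrected inhibition of lipid staining of at least 50% with the nuclear-stain viability signal not falling by more than 50%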;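 note: 0% = DMSO wells and 100% = triacsin C control wells; some results filed as inactive read as strong as hits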
H9c2 TAG inh DAPI viability: further read-out of H9c2 TAG inh, marked with its call; DAPI nuclei signal change (viability), lower = more cytotoxic, %;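 whole-well DAPI fluorescence read on a plate reader as a viability signal; minus 50 percent equals half of cells still viable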
Starred values were filed as active, the others as inactive. These rows are one share of the data; rates above refer to the full screens.

Values run as follows: H9c2 TAG inh	H9c2 TAG inh DAPI viability
- CN1CCN(CCC(=O)N/N=C/c2cc3c(cc2[N+](=O)[O-])OCO3)CC1
    15	0
- O=C(CCn1nc(-c2ccccc2)c2ccccc2c1=O)NCC1CCCO1 (configuration not stated)
    -7	6
- COc1cc(C(=O)OC(C)C(=O)NC2CCCCC2C)c([N+](=O)[O-])cc1OC (configuration not stated)
    -1	-9
- C[C@H](NC(=O)c1nc[nH]c1C(=O)N[C@@H](C)c1ccccc1)c1ccccc1
    0	8
- CCCn1c(N)c(N(CCOC)C(=O)COC(=O)c2ccccc2NCCO)c(=O)[nH]c1=O
    -12	7
- COc1ccc(NC(=S)N(CCO)Cc2ccccc2)cc1
    -6	-11
- Cc1onc(-c2ccccc2)c1C(=O)N1CCCCCC1
    -7	0
- O=C(CNC(=O)c1ccc(Cl)cc1)Nc1ccccc1C(F)(F)F
    11	-14
- COc1cccc(NC(=O)c2ccccc2N2C(=O)C3C4C=CC(C4)C3C2=O)c1 (configuration not stated)
    -5	-2
- COc1ccc(-n2c(C)cc(C(=O)CCl)c2C)cc1
    64*	-43*
- CCCCNC(=O)COC(=O)c1ccc(Cl)c(S(=O)(=O)N2CCCC2)c1
    7	-2
- Cc1ccc([C@@H]2[C@@H]3C(=O)N(C)C(=O)[C@@H]3[C@]3(Cc4ccccc4)C(=O)N(Cc4ccccc4)CC(=O)N23)o1
    14	-5
- CN1CCC(OC(=O)COc2ccccc2)CC1
    6	-2
- CCOC(=O)NC(Nc1cc(C)ccn1)(C(F)(F)F)C(F)(F)F
    -11	0
- O=C(c1ccco1)N1CCCN(Cc2cn[nH]c2-c2ccc(-c3ccccc3)cc2)CC1
    13	19

(further entries)
Values run as follows: H9c2 TAG inh	H9c2 TAG inh DAPI viability
- NC(=O)c1cc(S(=O)(=O)N2CCCC2)ccc1OCCOc1ccccc1F
    11	5
- O=C(Nc1cccc(S(=O)(=O)N2CCCCCC2)c1)c1ccc(=O)[nH]c1
    14	-2
- COC(=O)C(CC(C)C)NC(=O)C(N)Cc1ccccc1 (configuration not stated)
    -11	8
- COC(=O)c1ccc(Cn2c(C)c(C(=O)NCc3ccc(Cl)c(Cl)c3)sc2=O)o1
    -4	-7
- CCCOc1ccc(C2C(C(=O)c3ccc(C)o3)=C(O)C(=O)N2Cc2ccco2)cc1OCC (configuration not stated)
    -8	3
- COc1ccccc1CNC(=O)c1cc(S(=O)(=O)N2CCCC2)cn1C
    -3	4
- CCN(CC)C(=O)C1=C(C)N(CCC2=CCCCC2)C(=O)C(CC(=O)NCCN2CCOCC2)C1 (configuration not stated)
    5	1
- O=C(NCc1cccnc1)c1ccc(Cn2cc(C(F)(F)F)ccc2=O)cc1
    18	-7
- CCCn1c(C)nc2cc(Cl)c(N3CCN(c4nc(-c5ccc(C)cc5)cs4)CC3)cc21
    12	1
- Cc1ccc(CCNC(=O)C23C[C@H]4C[C@@H](C2)CC(n2nnc(C)n2)(C4)C3)cc1
    3	0
- O=C(CSc1nnc2ccc(-c3ccccn3)nn12)Nc1ccc(F)cc1F
    -16	2
- O=C(NCCc1ccc(Cl)cc1)C1CCN(c2ncccn2)CC1
    -8	-8
- CC(C)n1ncc2c(C(=O)O)cc(C3CC3)nc21
    7	-8
- OCc1ccc(-c2ccccc2)c(-c2ccccc2)c1
    -19	2
- Cc1ccccc1OCC(=O)N/N=C/c1cccc2cccnc12
    6	-17

Next part:
Values run as follows: H9c2 TAG inh	H9c2 TAG inh DAPI viability
- Brc1ccc(-c2noc3c2-c2nc(-c4ccccc4)sc2CC3)cc1
    20	5
- CCOc1ccc(OCCC(=O)OC(C)C(=O)Nc2ccc(Cl)cn2)cc1 (configuration not stated)
    0	1
- Cc1sc2ncnc(NCCCn3ccnc3)c2c1C
    -2	1
- C[C@H](O)CNC(=O)c1[nH]cnc1C(=O)Nc1cccc(Cl)c1
    6	7
- CCOC(=S)SCC(=O)Nc1ncc(C)s1
    -7	4
- CCc1nc2c(OCCn3cccc3)cccn2c1N(C)C(=O)c1ccco1
    12	-3
- O=C(Nc1cccc(C(=O)N2CCCCC2)c1)c1ccccc1Br
    -7	-2
- COc1ccc(C(=O)CCC(=O)N2CCN(c3ccc(N4CCOCC4)nn3)CC2)cc1
    14	1
- CCc1nc2ccc(C(=O)NCc3ccccc3OC)cn2c1N(C)Cc1ccc(N(C)C)cc1
    -5	7
- COc1ccc(C2CC(c3ccc4ccccc4c3OC(C)=O)=NN2C(C)=O)cc1 (configuration not stated)
    -14	-3
- COc1cc(NC(=O)C2=C(C)OCCS2)c(Cl)cc1C(=O)NCCCN1CCCC(C)C1 (configuration not stated)
    16	3
- O=C(CC(NC(=O)OCc1ccccc1)c1nn[nH]n1)OCc1ccccc1 (configuration not stated)
    15	-14
- CCSc1nnc(Cc2cc(=O)[nH]c(=O)[nH]2)n1-c1ccc(Cl)cc1
    -3	-2
- CCN(C(=O)COC(=O)c1ccc(Cl)c(N)c1)C1CCS(=O)(=O)C1 (configuration not stated)
    -9	4
- CN(c1ccccc1C(=O)N1CCCC1)S(C)(=O)=O
    0	-4

(more compounds)
Values run as follows: H9c2 TAG inh	H9c2 TAG inh DAPI viability
- CC(C)(C)OC(=O)N1CCC(CNC(=O)Nc2ccccc2)CC1
    -27	-4
- COc1ccc(C(=S)N2CCCC2)cc1
    0	-20
- Cc1nc([N+](=O)[O-])c(C(=O)O)n1C
    -5	-3
- CCOc1ccc(S(=O)(=O)n2c(C)nc3ccccc32)cc1
    -7	6
- CN(CC(=O)Nc1ccccc1Cl)C(=O)CSc1ncc(C(F)(F)F)cc1Cl
    -10	6
- COc1cccc(C#Cc2ccc3c(c2)O[C@H](CN(C)S(=O)(=O)c2ccccc2F)[C@H](C)CN([C@H](C)CO)S3(=O)=O)c1
    1	10
- CCOC(=O)C1=C(C)NC(=O)NC1c1ccoc1 (configuration not stated)
    1	0
- C[C@H](CO)N1C[C@H](C)[C@@H](CN(C)Cc2ccc(C(=O)O)cc2)Oc2ncc(-c3ccc(C(=O)N(C)C)cc3)cc2C1=O
    1	4
- Cc1csc(CNc2ncnc3ccc(-c4cccc(Cl)c4)cc23)c1
    -28	-3
- COc1ccc(C(=O)C(C)Sc2nnc(C3CC3)n2C2CC2)cc1 (configuration not stated)
    1	-4
- O=C(COC(=O)c1cccc(S(=O)(=O)N2CCc3ccccc32)c1)NC1CCS(=O)(=O)C1 (configuration not stated)
    1	-5
- Cc1ccnc2nc(C(=O)OCC(=O)NC3CCCC(C)C3C)nn12 (configuration not stated)
    0	2
- CCOC(=O)N1CCN(C(=O)/C=C/c2ccc(OC)cc2)CC1
    5	-9
- c1ccc2c(c1)CCN(c1ncnc3nc[nH]c13)C2
    -3	11
- Cc1ccccc1N1CCN(CC(=O)Nc2ccccc2C(=O)NC2CC2)CC1
    -2	2

Grouped by structure: the entries above with two or more sulfur atoms (three)
Values run as follows: H9c2 TAG inh	H9c2 TAG inh DAPI viability
- CCOC(=S)SCC(=O)Nc1ncc(C)s1
    -7	4
- COc1cccc(C#Cc2ccc3c(c2)O[C@H](CN(C)S(=O)(=O)c2ccccc2F)[C@H](C)CN([C@H](C)CO)S3(=O)=O)c1
    1	10
- O=C(COC(=O)c1cccc(S(=O)(=O)N2CCc3ccccc32)c1)NC1CCS(=O)(=O)C1 (configuration not stated)
    1	-5

Returning to the listing with the seven entries that preceded the break.
Values run as follows: H9c2 TAG inh	H9c2 TAG inh DAPI viability
- Cc1csc(CNc2ncnc3ccc(-c4cccc(Cl)c4)cc23)c1
    -28	-3
- COc1ccc(C(=O)C(C)Sc2nnc(C3CC3)n2C2CC2)cc1 (configuration not stated)
    1	-4
- O=C(COC(=O)c1cccc(S(=O)(=O)N2CCc3ccccc32)c1)NC1CCS(=O)(=O)C1 (configuration not stated)
    1	-5
- Cc1ccnc2nc(C(=O)OCC(=O)NC3CCCC(C)C3C)nn12 (configuration not stated)
    0	2
- CCOC(=O)N1CCN(C(=O)/C=C/c2ccc(OC)cc2)CC1
    5	-9
- c1ccc2c(c1)CCN(c1ncnc3nc[nH]c13)C2
    -3	11
- Cc1ccccc1N1CCN(CC(=O)Nc2ccccc2C(=O)NC2CC2)CC1
    -2	2
- CCCN(CCC)CC(O)COc1ccccc1C(=O)Nc1ccccc1 (configuration not stated)
    -7	13
- CCN1CCN(c2ccc(S(=O)(=O)N3CCOCC3)cc2NC(=O)c2ccc(F)cc2Cl)CC1
    5	-1
- Cc1ccc(C2NC(=S)NC3=C2N2CCC3CC2)cc1 (configuration not stated)
    13	-1
- CCN(CC(=O)Nc1ccc(NC(C)=O)cc1)C(=O)COc1ccc2ccccc2c1
    -5	-4
- N#CC1=C(O)C(c2ccccc2)n2c1nc(=O)c1ccccc12 (configuration not stated)
    5	0
- O=C(CSc1ccccc1F)NC(=O)NC1CCCC1
    -13	3
- CC(C)(C)c1ccc(C(=O)NNC(=O)CCC(=O)Nc2ccccc2)cc1
    15	3
- O=C(COC(=O)c1ccccc1Br)Nc1nnc(-c2ccccc2)o1
    0	-3
- COCC(=O)NCCc1nc(-c2ccccc2)cs1
    17	-1
- CCCn1nc(C(=O)Nc2ccc3nc(N4CCOCC4)sc3c2)ccc1=O
    -37	10
- O=C(O)C(=O)/C(=C\c1ccc([N+](=O)[O-])cc1)c1ccc2ccccc2n1
    14	-7
- CCn1nc(C)cc1C(=O)NC1CCCc2c1cnn2-c1cc(F)cc(F)c1 (configuration not stated)
    -3	4
- O=C(Nc1cccc(S(=O)(=O)N2CCCCC2)c1)c1cc([N+](=O)[O-])ccc1N1CCOCC1
    -10	-8
- COc1ccc(F)cc1-c1cc(NC=O)c2ncc(-c3cc(OC)c(OC)c(OC)c3)n2c1
    23	-15
- O=C1NN(c2cccc(Br)c2)C(=O)/C1=C/c1ccc(-c2cc([N+](=O)[O-])ccc2O)o1
    -3	6

New compounds follow:
SMILES	H9c2 TAG inh	H9c2 TAG inh DAPI viability
COc1ccc(C2=NCCNC(C(F)(F)F)=C2)cc1	-2	10
CCN(C[C@H]1N[C@@](CC)(C(=O)OC)[C@H]2C(=O)N(C)C(=O)[C@@H]12)C(C)=O	-4	4
CC(C)(C)c1ccc(-c2nnc(SCCN3C(=O)c4ccccc4C3=O)o2)cc1	-30	15
O=c1[nH]c2ccccc2c2ccc(Cl)cc12	1	2
Cc1cc(C)cc(C(=O)NCC(=O)OCc2cc([N+](=O)[O-])cc3c2OCOC3)c1	6	5
Cc1ccc([N+](=O)[O-])c2c1C(N1CCCC1)C(C)(C)O2 (configuration not stated)	18	0
CCCCCCC1CCC(C(=O)N2CCOCC2)CC1 (configuration not stated)	10	-14
Cc1cc(C)cc(NC(=O)Nc2ccc(-n3ccc(C(F)(F)F)n3)cc2)c1	2	-1
CCCSc1ncccc1C(=O)O	12	-11
C1CN(CC23CC4CC(CC(C4)C2)C3)CCO1	3	-1

(more compounds)
SMILES	H9c2 TAG inh	H9c2 TAG inh DAPI viability
CC(C)n1cnc2c(Nc3cccc(F)c3)nc(NCCO)nc21	13	-2
Cc1ccc(OCC(=O)Nc2ccc(C)c(S(=O)(=O)N3CCCCCC3)c2)c([N+](=O)[O-])n1	19	3
Cc1cccn2c(=O)nc(SCC(=O)N3CC(C)OC(C)C3)nc12 (configuration not stated)	-2	-7
CCCCn1c(C2CCCCC2)nc2cc3[nH]c(=O)c(C(C)C)nc3cc21	7	23
C[C@H]1CN(Cc2ccccc2)C(=O)[C@@H]1CC(=O)NCc1ccccc1	7	3
Cc1cc(=O)n2[nH]c(SCc3c(F)cccc3Cl)nc2n1	11	-2
O=[N+]([O-])c1ccc(NC(=S)N/C(=N/CS(=O)(=O)c2ccccc2)c2ccccc2)cc1	-3	2
Cc1cc(C)c2c(n1)SCC(=O)N2CC(=O)NCCC1=CCCCC1	2	4
CCN(CC)CCNC(=O)C(=O)NCC1OCCN1S(=O)(=O)c1ccc(Cl)cc1 (configuration not stated)	-10	-8
COc1ccc(NC(=O)C[C@H]2C(=O)N(c3ccc(Br)cc3)C[C@@H]2C)cc1	2	0

Following part:
SMILES	H9c2 TAG inh	H9c2 TAG inh DAPI viability
CCSc1nnc(-c2cc3c(s2)-c2ccccc2CC3)o1	6	42
CC(C)(C)C(=O)/C=C(N)/C=C/c1ccccc1	-11	-5
CCN(CC)c1ccc(NC(=O)CCN2C(=O)c3ccccc3S2(=O)=O)c(C)c1	-7	-2
CN1CCN(CC(=O)NC(=O)NC2CCCCC2)CC1	-22	1
O=C(NCC1(c2ccccc2)CCCC1)c1cccc(Br)c1	7	-7
CCOC(=O)C(C)n1nc(/C=C/c2ccc(OC)cc2)ccc1=O (configuration not stated)	-2	-8
COC(=O)c1cc(NC(=O)c2c(Cl)nc3sccn23)cc(C(=O)OC)c1	70*	-36*
CSc1ncnc2c1ncn2CCCNCC(c1ccccc1)c1ccccc1	-13	4
CC(C)(C)C(=O)Nc1ccc(S(=O)(=O)N2CCC(c3nc4ccccc4[nH]3)CC2)cc1	18	-10
CCOC(=O)N1CCC(NC(=O)c2cc(COc3ccccc3SC)on2)CC1	-1	6

More structures.
SMILES	H9c2 TAG inh	H9c2 TAG inh DAPI viability
CSc1ncccc1C(=O)N(C)CC(=O)Nc1ccc(Cl)c(C(F)(F)F)c1	-3	-11
CCCCn1c(N)c(N(CCOC)C(=O)c2cccc(S(=O)(=O)N3CCCCC3)c2)c(=O)[nH]c1=O	4	5
Cc1cccc(Oc2ccc(NC(=O)c3ccccc3C(=O)O)cc2)c1	2	0
Cc1ccc(C)c(NC(=O)c2ccccc2O)c1	-16	4
Cc1cc(C)n(-c2ccc(C(=O)NCC(=O)Nc3cc(Cl)ccc3Cl)cc2)n1	-4	6
COc1ccccc1NC(=O)C(C)OC(=O)c1nc2nc(C)cc(C)n2n1 (configuration not stated)	11	-5
CC1CCCC(C)N1CC(O)COC1CCC(C(C)(C)C)CC1 (configuration not stated)	11	1
CCN1CCN(c2nc(C)c3c(n2)CC(C)CC3=O)CC1 (configuration not stated)	5	-16
CCN(CC(=O)Nc1ccccc1C(F)(F)F)C(=O)c1ccccc1Sc1ccccc1C#N	-1	1
CC1Cc2ccccc2N1CC(=O)Nc1ccc(S(=O)(=O)N(C)C)cc1 (configuration not stated)	3	3
COc1ccc(N2CCN(C3CCCN(Cc4cccc(OC)c4)C3)CC2)cc1 (configuration not stated)	5	3

Bioassay records deposited in PubChem by Sanford-Burnham Center for Chemical Genomics.
